CAL PDZ FP-1: inhibitors of human CAL PDZ peptide binding. Q9HD26. 330,000 tested, 0.02% active. inhibition, % at 20 µM. purified CAL PDZ, TMR-peptide fluorescence polarization, 1 h. AID 504414;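 active = highest replicate inhibition of at least 40%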;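 note: plate controls were DMSO neutral control wells for no effect and unlabeled competitor peptide control wells for full effect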
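Material: tagged CAL PDZ protein CerCALP, purified; buffer or medium: sodium phosphate/NaCl buffer pH 7.4 with TCEP, IgG, Thesit; also added: fluorescent TMR peptide probe; schedule: 1 h incubation at room temperature before polarization reading; technique: fluorescence polarization from S- and P-plane intensities, G-factor corrected; control set: unlabelled peptide and DMSO controls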
CAL PDZ FP-2: CAL PDZ (human) peptide binding inhibition; Q9HD26; purified CAL PDZ, TMR-peptide fluorescence polarization, 1 h; inhibition, % at 24.9 µM; 300,000 tested, 0.92% active; AID 602252;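 active = mean inhibition of at least 30% with at least half of replicates also reaching 30%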;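 note: 0% = DMSO neutral control and 100% = excess unlabeled competitor peptide PRC23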
SR-BI HDL uptake: inhibitors of mouse SR-BI mediated HDL lipid uptake; Q61009; ldlA[mSR-BI] CHO cells, DiI-HDL uptake fluorescence, 3 h; inhibition, % at 12.5 µM; 320,000 tested, 0.96% active; AID 488896;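 active = mean replicate inhibition of at least 70% and a set share of replicates each scoring 70 or more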;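 note: 0% = median of neutral control wells and 100% = median of positive control wells; values of inactives mirror those of a sister screen read the other way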
Target sequence (Q61009 whole entry, looked up): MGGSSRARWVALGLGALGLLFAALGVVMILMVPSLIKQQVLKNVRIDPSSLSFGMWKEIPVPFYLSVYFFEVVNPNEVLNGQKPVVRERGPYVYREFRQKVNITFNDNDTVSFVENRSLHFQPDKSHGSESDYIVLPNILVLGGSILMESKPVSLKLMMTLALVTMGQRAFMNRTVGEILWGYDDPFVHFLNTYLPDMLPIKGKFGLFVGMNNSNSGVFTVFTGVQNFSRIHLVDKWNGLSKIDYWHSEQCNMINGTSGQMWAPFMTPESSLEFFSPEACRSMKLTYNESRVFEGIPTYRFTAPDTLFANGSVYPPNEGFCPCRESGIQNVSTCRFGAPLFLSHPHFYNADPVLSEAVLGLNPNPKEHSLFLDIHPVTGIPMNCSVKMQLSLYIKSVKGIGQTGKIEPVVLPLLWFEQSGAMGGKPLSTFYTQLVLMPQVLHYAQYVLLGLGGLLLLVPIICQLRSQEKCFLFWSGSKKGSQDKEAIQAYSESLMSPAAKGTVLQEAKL
MITF act: MITF TRPM1 promoter activation in melanoma cells; SK-MEL-5 TRPM1-promoter luciferase, 24 h; % of positive control, neutral wells = 0; activation, % at 12.5 µM; 300,000 tested, 0.75% active; AID 588334;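 active = mean activation of at least 80% with every replicate also reaching 80%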;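 note: 0% = neutral control wells and 100% = parthenolide positive control wells; values of inactives mirror those of a sister screen read the other way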
PfHsp90 set2: growth inhibition of yeast expressing Plasmodium Hsp90. 310,000 tested, 0.32% active. inhibition, % at 9.4 µM. S. cerevisiae expressing PfHsp90, BacTiter-Glo ATP, 48 h; yeast lacking PDR1 and PDR3 efflux regulators. AID 504621;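 active = every replicate shows inhibition above about 80%, whatever the replicate mean, limit read from the data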;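 note: 0% = DMSO neutral controls and 100% = 20 µM radicicol positive controls; yeast relying on Plasmodium falciparum Hsp90 in place of its own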
SR-BI DiI-HDL act: SR-BI HDL lipid transfer activation; activation, % at 12.5 µM; CHO ldlA[mSR-BI] cells, DiI-HDL uptake fluorescence, 3 h; 100 = double the neutral-control signal; 320,000 tested, 0.096% active;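 active = mean replicate activation of at least 60% and every replicate at or above 60%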;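 note: 0% = median plate neutral-control signal and 100% = twice that signal; values of inactives mirror those of a sister screen read the other way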
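Material – SR-BI-overexpressing, LDLR-lacking CHO cells · Medium – BSA-supplemented, HEPES-buffered Ham's F12, pH 7.4 · Doses – single concentration · Times – compound with DiI-HDL co-incubation, 3 h at 37 °C · Measured by – bottom-read fluorescence, 550/595 nm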
Rtt109 Vps75: C. albicans Rtt109 histone acetyltransferase inhibition | inhibition, % at 34.9 µM | purified Rtt109/Vps75, ThioGlo CoA-SH fluorescence, 4 h | 330,000 tested, 0.16% active | AID 540336 | Q5AAJ8;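 active = inhibition of at least 50% in every replicate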
Target sequence (Q5AAJ8 whole entry, looked up): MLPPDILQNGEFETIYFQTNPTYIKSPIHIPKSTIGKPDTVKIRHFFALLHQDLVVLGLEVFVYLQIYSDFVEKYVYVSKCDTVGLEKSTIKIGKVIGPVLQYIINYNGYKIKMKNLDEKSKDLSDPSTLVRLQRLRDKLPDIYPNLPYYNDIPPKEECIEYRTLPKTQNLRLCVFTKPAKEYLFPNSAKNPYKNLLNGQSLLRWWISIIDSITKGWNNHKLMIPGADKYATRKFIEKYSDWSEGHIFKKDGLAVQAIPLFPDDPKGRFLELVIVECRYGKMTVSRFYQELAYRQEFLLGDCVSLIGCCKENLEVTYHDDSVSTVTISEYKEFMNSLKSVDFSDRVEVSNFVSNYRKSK
NSD2 HMT inh: blocks human histone methyltransferase NSD2; O96028; NSD2 peptide methylation, AlphaScreen, 120 min; inhibition, % at 12.5 µM; 310,000 tested, 0.54% active; AID 743445; in the data active = inhibition above about 50%
dFosB activator: activators of mouse delta FosB homodimer; P13346; purified delta FosB, TAMRA-CDK5 oligo fluorescence polarization; percent of positive-control signal above neutral wells; activation, % at 25 µM; 340,000 tested, 0.99% active; AID 493131;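 active = mean activation above about 17%, with every replicate also reaching it, limit read from the data, passing the limit was not always enough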;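 note: fluorescence polarization rise as delta FosB binds a TAMRA Cdk5 AP-1 oligo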
PvdQ acylase: P. aeruginosa PvdQ acylase inhibition; purified PvdQ acylase, fluorescence plate reader; inhibition, % at 10 µM; 340,000 tested, 0.063% active; in the data active = inhibition above about 30%, passing the limit was not always enough;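 note: 0% = vehicle neutral wells and 100% = reference inhibitor wells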
Starred values were filed as active, the others as inactive; nt = not tested or not shown.

molecule,CAL PDZ FP-1,CAL PDZ FP-2,SR-BI HDL uptake,MITF act,PfHsp90 set2,SR-BI DiI-HDL act,Rtt109 Vps75,NSD2 HMT inh,dFosB activator,PvdQ acylase
COc1ccc(C2c3ccc4ccccc4c3Oc3ncn(CCCO)c(=N)c32)cc1OC (stereo unspecified),-1.9,0.0,-9.1,12.8,18.1,9.1,17.6,nt,-9.1,9.5
CC1(N2CCCCC2)CC2(O)C(=[N+]1[O-])CCC/C2=N\O (stereo unspecified),-1.2,-0.2,-19.8,-1.0,7.9,19.8,-3.8,4.1,2.0,-3.0
COc1ccc(/C=C/C(=O)Nc2cc(S(=O)(=O)N3CCOCC3)ccc2C)cc1OC,-0.7,nt,39.5,0.9,-2.8,-39.5,4.2,-1.4,-1.0,5.4
Cc1ccc2cc(-c3noc(C(C)(C)C)n3)c(=O)[nH]c2c1,-1.3,0.3,-1.7,32.2,-7.2,1.7,-2.9,2.3,-5.1,-4.9
O=C(CN1C(=O)NC2(CCOc3ccccc32)C1=O)Nc1cccc([N+](=O)[O-])c1 (stereo unspecified),-0.3,-4.7,-4.4,1.7,nt,4.4,-12.6,1.9,-5.9,-20.3
COc1cccc(CC(=O)OCC(=O)N(C)CC(=O)Nc2ccccc2Cl)c1,-1.5,nt,10.0,2.9,5.0,-10.0,2.9,-2.0,-4.2,-1.9
CCC(=O)Nc1nnc(-c2cccs2)s1,-2.7,-5.2,-19.7,8.4,11.3,19.7,-9.8,-3.8,-3.3,-21.3
Cc1ccc(NS(=O)(=O)c2ccc(C(=O)N3CCCC(C(F)(F)F)C3)cc2)cc1 (stereo unspecified),-0.8,-10.6,-8.3,-5.5,12.0,8.3,1.8,-1.4,-1.6,-10.8
COc1ccccc1NC(=O)c1ccc(NC(=O)CN(C)Cc2ccccc2F)cc1,-3.9,-2.4,47.8,-4.2,nt,-47.8,9.7,-8.2,-8.4,1.3
CC(Oc1ccc2c(-c3ccccc3)cc(=O)oc2c1)C(=O)NCCCN1CCOCC1 (stereo unspecified),-1.4,-4.2,-1.1,1.9,13.9,1.1,8.9,1.4,-3.9,1.3
Cc1cccc(N2CCN(C(=O)CCn3c(=O)[nH]c4ccccc4c3=O)CC2)c1C,-0.2,-1.5,-14.5,5.3,-26.5,14.5,-1.0,nt,-5.4,-13.4
Cc1ccc(CSCC(=O)NCc2ccc3c(c2)OCO3)cc1,-1.4,-0.8,-23.1,nt,5.2,23.1,7.8,-0.8,1.3,-9.2
Cc1cc(NC(=O)CSc2ccc3nnc(-c4ccc(F)cc4)n3n2)no1,-0.3,-0.5,13.9,0.3,1.0,-13.9,1.2,-1.1,-3.5,0.1
CCOC(=O)C1(Cc2ccccc2C)CCCN(C(=O)CCc2cccnc2)C1 (stereo unspecified),-0.7,nt,-18.3,42.7,-6.4,18.3,-2.5,-0.8,-5.0,-4.9
CCOC(=O)CSc1n[nH]c(NC(=O)c2ccc(F)cc2)n1,nt,0.9,-21.0,-1.0,5.2,21.0,4.4,-0.5,-1.1,-22.4
CCN(CCCNC(=O)C1CCC(=O)N1Cc1ccc(C)cc1)c1cccc(C)c1 (stereo unspecified),0.7,2.6,34.5,-16.8,-10.7,-34.5,5.0,0.9,-5.8,-9.1
O=C(NNC(=O)c1ccc(Cl)cc1Cl)c1ccc2ccccc2c1,-1.2,-3.5,2.2,5.3,-0.9,-2.2,-3.1,0.0,-4.0,10.0
Cc1cc(C)nc(Nc2nc3ccccc3s2)n1,-1.3,0.6,8.3,13.1,-10.6,-8.3,-3.9,-3.8,-1.5,-3.1
COc1cccc(NC(=O)c2cnc[nH]2)c1,0.3,0.9,-11.3,-5.4,0.1,11.4,-2.2,-1.6,-0.6,-21.5
CCCn1nnc(NC(=O)c2cc(Br)cc(Br)c2OC)n1,-0.7,-2.6,25.1,nt,19.4,-25.1,-1.0,-3.2,-14.6,18.6
Nc1nc(SCC(=O)Nc2ncc(Cl)cc2Cl)n[nH]1,0.2,2.1,-5.0,-1.7,18.9,5.0,2.6,4.4,-7.7,-8.2
CC1S/C(=N/N=C2CCCCC2)NC1=O (stereo unspecified),0.6,1.7,-9.2,-2.8,3.1,9.2,5.2,-2.3,-1.2,-13.0
CCN1CCN(c2ccc(NC(=O)c3ccc([N+](=O)[O-])o3)cc2Cl)CC1,-0.7,8.6,-5.7,-70.6,-30.8,5.7,-0.1,7.3,3.1,-4.0
Cc1ccc2c(CN(C)Cc3cccc(F)c3)cc(=O)oc2c1C,-1.0,-1.2,35.9,34.8,-12.0,-35.9,-6.4,4.4,-6.2,8.5
COCCSc1ccccc1C(=O)Nc1ccccc1C(C)C,0.2,2.8,-1.9,4.0,-5.4,1.9,2.9,-1.7,1.9,-8.8
O=C(NCc1ccccc1)C(=O)Nc1nc(C23CC4CC(CC(C4)C2)C3)cs1,-1.9,-3.7,-26.6,2.4,-2.4,26.6,nt,-2.8,-4.8,3.9
COc1ccc(C(=O)NC(=S)NNC(=O)c2ccccc2O)cc1,2.1,5.7,88.6*,-2.6,10.9,-88.6,-3.2,nt,-0.6,12.2
O=[N+]([O-])c1ccc(/C=N/Nc2ccc3ccccc3c2)o1,0.2,2.4,65.7,-13.8,10.2,-65.7,26.3,3.0,-1.1,9.5
NS(=O)(=O)c1ccc(NC(=O)COC(=O)C2(c3ccccc3F)CCCC2)cc1,-2.3,-2.2,2.5,5.2,1.3,-2.5,21.7,-0.8,-9.1,7.5
CN(CC(=O)Nc1ccc(Cl)c(Cl)c1)Cc1nnc(-c2ccc(F)cc2)o1,-3.2,-1.5,18.9,-3.8,-14.9,-18.9,0.2,-1.0,-17.0,-12.3
Cc1ccc(CSCCNS(C)(=O)=O)cc1,-1.5,-0.4,-23.9,31.2,-13.7,23.9,-6.5,-8.2,0.0,3.4
Cc1cc(NC(=O)CSc2n[nH]c(-c3ccc(Cl)cc3Cl)n2)no1,-2.0,-5.3,-5.9,nt,-8.6,5.9,1.8,-1.5,-0.8,10.1
COc1cccc(CN2CCNC(=O)C2CC(=O)NCCCN2CCCC2=O)c1 (stereo unspecified),-2.0,-1.0,-9.5,0.5,9.3,9.5,5.0,9.4,-6.8,8.6
C/C(=N\Nc1ccc(C(F)(F)F)cc1[N+](=O)[O-])C1CC1,1.0,-2.0,-5.6,13.9,7.9,5.6,6.2,0.2,-0.1,-18.5
CCOC(=O)c1cc2c(=O)n3ccccc3nc2n(C(C)C)c1=NC(=O)c1c(-c2c(F)cccc2Cl)noc1C,-0.9,-1.0,10.1,2.6,-19.8,-10.1,12.4,-0.1,-0.8,-1.4
O=C(Nc1ccc(F)cc1)c1cccnc1N1CCCCC1,-2.8,nt,1.2,1.5,nt,-1.2,-3.5,2.1,-9.2,-8.2

Brought forward from above: two entries, followed by the next part.
molecule,CAL PDZ FP-1,CAL PDZ FP-2,SR-BI HDL uptake,MITF act,PfHsp90 set2,SR-BI DiI-HDL act,Rtt109 Vps75,NSD2 HMT inh,dFosB activator,PvdQ acylase
CCOC(=O)c1cc2c(=O)n3ccccc3nc2n(C(C)C)c1=NC(=O)c1c(-c2c(F)cccc2Cl)noc1C,-0.9,-1.0,10.1,2.6,-19.8,-10.1,12.4,-0.1,-0.8,-1.4
O=C(Nc1ccc(F)cc1)c1cccnc1N1CCCCC1,-2.8,nt,1.2,1.5,nt,-1.2,-3.5,2.1,-9.2,-8.2
CC1Cc2ccccc2N1S(=O)(=O)c1cccc(C(=O)N2CCN(c3ncccn3)CC2)c1 (stereo unspecified),0.1,3.3,45.9,-17.5,-8.0,-45.9,29.6,-1.1,-14.3,5.3
O=C(c1cccnc1)N1CCN(c2ccc([N+](=O)[O-])cc2Cl)CC1,-1.2,1.4,-10.2,-6.6,-8.4,10.2,2.2,-0.1,-2.7,-5.1
CC1(C)CC(C(N)=S)CCO1 (stereo unspecified),-0.3,-2.9,-7.8,nt,9.4,7.8,-19.2,-0.5,-0.1,-13.2
CCCn1c(=O)[nH]c(=O)c2[nH]cnc21,0.4,-0.9,6.0,-2.8,-4.7,-6.0,-4.3,nt,-3.9,-4.7
COc1ccccc1Nc1nc(C)cc(=O)[nH]1,-0.6,-2.4,-9.6,1.8,-4.2,9.6,-0.3,-3.9,3.2,0.3
COc1ccc(-c2n[nH]c(=S)n2Cc2ccccc2)cc1OC,-0.8,nt,-1.7,-3.7,17.6,1.7,6.0,0.3,-9.4,-10.3
Cc1scc(C(=O)NNC(=S)NC(C)c2ccccc2)c1C (stereo unspecified),-0.4,-0.5,-28.7,1.1,-12.8,28.7,1.2,0.2,-5.1,-9.7
CC(NC(=O)C(=O)NCCN1CCN(C(=O)c2ccc([N+](=O)[O-])cc2)CC1)c1ccccc1 (stereo unspecified),-1.1,-3.9,9.0,-6.7,17.4,-9.0,1.7,nt,-8.4,-11.7
O=C1CN(C(=O)COC(=O)c2ccccc2NCc2ccco2)c2ccccc2N1,-1.7,-2.4,11.7,-3.6,-8.0,-11.7,4.5,-39.1,-0.2,9.6
COc1ccc(OCC(=O)N2c3ccc(C)cc3C3CN(C)CCC32)cc1 (stereo unspecified),-0.5,-3.8,-22.6,1.8,4.1,22.6,6.1,-2.3,-4.8,-7.5
O=C(CSc1nc(-c2ccncc2)nn1CC(=O)N1CCCCC1)NC1CCCC1,-1.1,-9.0,-43.3,-13.1,12.6,43.3,nt,-2.8,4.9,-10.0

Source: PubChem (Broad Institute)
